MEKK2 mut-MEK5: signal of MEK5 binding to mutant human MEKK2 PB1 domain; percent response, % at 10 µM; 0.35% of 290,000 active; bead flow cytometry, Alexa488-MEK5 binding to MEKK2 mutant; in the data active = percent response above about 24%, passing the limit was not always enough; also: inactives centre near 1; some results filed as inactive read as strong as hits; reference of the scale not given here
FID counter: fluorescent intercalator displacement, NS3 helicase counter-screen; DNA fluorescent intercalator displacement, fluorescence; inhibition, % at 7.9 µM; 0.17% of 290,000 active; AID 1845; in the data active = inhibition above about 37%;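 also: 0% = vehicle and 100% = reference compound; higher means more ethidium bromide displaced from hairpin DNA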
NALP1 inh: NALP1 inhibition | S. cerevisiae NALP1/ASC/caspase-1 growth, X-gal OD620, 72 h | inhibition, % at 10 µM | 0.61% of 280,000 active; in the data active = inhibition mostly above about 24%, no sharp cut-off; inactive = mostly below about 32%; also: some compounds called inactive have numbers as strong as hits
OXTR agonist: agonists of human oxytocin receptor; P30559; CHO-OTR cells, Fluo-8 calcium fluorescence; normalized: DMSO 0%, oxytocin 100%; activation, % at 3 µM; 0.32% of 320,000 active; AID 2435;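 active = activation above the mean of all tested compounds plus 3 SD, cutoff set per screening run, cut at about 20% in these data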;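 also: peak over basal fluorescence ratio from a 100 s FLIPR kinetic read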
Target sequence (P30559 whole entry, looked up): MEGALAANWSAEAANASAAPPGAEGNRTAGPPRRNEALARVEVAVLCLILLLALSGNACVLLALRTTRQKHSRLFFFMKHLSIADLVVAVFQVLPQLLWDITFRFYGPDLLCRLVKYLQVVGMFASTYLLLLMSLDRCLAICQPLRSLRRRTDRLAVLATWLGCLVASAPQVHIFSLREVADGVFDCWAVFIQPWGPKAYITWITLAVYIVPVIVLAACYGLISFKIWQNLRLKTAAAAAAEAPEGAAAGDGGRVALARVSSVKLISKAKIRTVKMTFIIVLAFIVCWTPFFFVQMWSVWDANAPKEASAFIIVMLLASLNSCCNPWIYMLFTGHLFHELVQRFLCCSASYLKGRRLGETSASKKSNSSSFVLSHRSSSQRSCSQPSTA
PHOSPHO1 inh: blocks human PHOSPHO1 phosphatase activity. Q8TCT1. recombinant PHOSPHO1, absorbance phosphatase assay. inhibition, % at 13.3 µM. 1.1% of 290,000 active. AID 1565; in the data active = inhibition above about 60%
Target sequence (Q8TCT1 whole entry, looked up): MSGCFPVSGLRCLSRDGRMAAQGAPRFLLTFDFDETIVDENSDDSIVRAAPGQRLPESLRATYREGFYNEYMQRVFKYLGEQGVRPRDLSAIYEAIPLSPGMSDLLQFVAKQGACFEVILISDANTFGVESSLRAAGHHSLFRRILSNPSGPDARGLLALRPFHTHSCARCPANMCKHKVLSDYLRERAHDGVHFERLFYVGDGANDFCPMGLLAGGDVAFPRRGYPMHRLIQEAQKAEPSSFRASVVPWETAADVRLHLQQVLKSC
M18AAP inhibitor: PfM18AAP enzyme inhibition. AID 1822. inhibition, % at 7.35 µM. recombinant PfM18AAP, H-Glu-NHMec fluorogenic cleavage. 1.2% of 290,000 active;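 active = inhibition above the campaign mean inhibition over all tested compounds plus 3 SD, cut at about 28% in these data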;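 also: 0% = plate median of test compound wells and 100% = 2 mM ZnCl2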
GPR7 antag: antagonists of human GPR7 (neuropeptides B/W receptor 1); P48145; GPR7-expressing cells, fluorescence antagonist assay; inhibition, % at 4.4 µM; 1.1% of 290,000 active; AID 1861; in the data active = inhibition above about 16%, passing the limit was not always enough;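 also: cells stimulated with the agonist NPW; 0% = agonist with vehicle and 100% = vehicle without agonist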
Target sequence (P48145 whole entry, looked up): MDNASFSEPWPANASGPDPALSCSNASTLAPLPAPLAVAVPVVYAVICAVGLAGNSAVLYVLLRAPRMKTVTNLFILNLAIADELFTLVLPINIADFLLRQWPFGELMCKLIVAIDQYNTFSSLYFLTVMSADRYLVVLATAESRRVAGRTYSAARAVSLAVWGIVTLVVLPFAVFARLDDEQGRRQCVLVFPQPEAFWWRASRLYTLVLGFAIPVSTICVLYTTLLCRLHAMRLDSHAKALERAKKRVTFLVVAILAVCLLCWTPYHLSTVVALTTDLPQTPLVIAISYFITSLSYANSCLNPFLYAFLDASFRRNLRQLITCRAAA
MEKK3 PB1 HTS: modulators (inhibitors or enhancers) of MEK5 binding to human MEKK3 PB1 domain; 1.4% of 290,000 active; AID 1529; bead-based flow cytometry, Alexa488-MEK5 binding to MEKK3; actives lie on both sides; 0 = blocked by unlabeled MEK5, 100 = vehicle; binding response (% of control), % at 10 µM; Q99759;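 active = binding response more than 3 SD above or below the average of its plate-row segment, actives on both sides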;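 also: Alexa488 bead fluorescence after subtracting the streptavidin-only scavenger bead signal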
MEKK2wt PB1 HTS: raises or lowers MEK5 binding to wildtype human MEKK2 PB1 domain; bead flow cytometry, Alexa488-MEK5 binding to MEKK2 WT; actives lie on both sides; binding response (% of control), % at 10 µM; 1.1% of 290,000 active; AID 1531; in the data active = binding response below about 67% or above about 130%
Starred values were filed as active, the others as inactive; x = no result given.

SMILES	MEKK2 mut-MEK5	FID counter	NALP1 inh	OXTR agonist	PHOSPHO1 inh	M18AAP inhibitor	GPR7 antag	MEKK3 PB1 HTS	MEKK2wt PB1 HTS
O=C(Nc1ccc2c(c1)OCCO2)c1cccnc1	6	2	19	-0.9	-15	-2	-9	104	107
C=CCn1c(=NC(=O)c2cccs2)sc2cc(NC(C)=O)ccc21	5	-2	5	0.9	48	5	-22	107	103
Cc1cc(C)c(S(=O)(=O)Nc2ccc(N(C)C)cc2)c(C)c1-n1cnnn1	-2	-24	-3	6.2	23	17	0	99	99
CCOC(=O)c1c(-c2ccc(C)o2)csc1NC(=O)COC(=O)c1ccc(NC(N)=O)cc1	2	-9	-21	-1.3	12	-48	-4	107	103
O=C1NCCNC(=O)c2ccccc2OCCOc2ccccc21	0	-4	5	0.7	-4	3	20	98	98
COc1ccc(C2=NN(C(=O)CCC(=O)O)C(c3ccc(F)cc3)C2)cc1 (configuration not stated)	12	-43	9	-0.1	x	-6	15	104	108
O=C(Cc1ccc(F)cc1)NC1CCCCCC1	9	0	14	-1.3	25	2	-17	105	105
CC1=C(C(=O)N(C)Cc2ccccc2)C2(CCC(C)CC2)OC1=O (configuration not stated)	12	-30	6	-2.1	-3	4	-1	105	106
CCCNC(=O)OCCC12CC3CC(CC(C3)C1)C2	2	-4	37	-0.9	5	0	0	106	102
Cc1nnc(NC(=O)c2nc(S(=O)(=O)Cc3ccccc3)ncc2Cl)s1	1	-15	-6	-0.5	34	-21	-16	99	97
COc1ccc(OC)c(S(=O)(=O)NCCC2=CCCCC2)c1	-16	-23	29	-1.4	14	6	4	68	78
O=C(CCCSc1nc(-c2ccco2)cc(C(F)(F)F)n1)Nc1ccc2c(c1)OCO2	11	-14	x	-2.0	-2	2	-10	103	105
COC(=O)C1C2C=CC3(CN(CCc4ccccc4)C(=O)C13)O2 (configuration not stated)	0	-3	22	3.1	-12	-14	-16	99	104
Cn1c(CNC(=O)C(Cc2ccccc2)NC(=O)c2cccc(F)c2)cc(=O)n(C)c1=O (configuration not stated)	-3	-11	39	0.1	11	1	0	99	98
CCOc1ccc(OCC)c(NC(=O)CN2CCN(C(=O)c3ccco3)CC2)c1	4	-37	17	0.0	3	-4	-8	102	104
Cc1ccc(S(=O)(=O)N2CC3CCCC2C3)cc1 (configuration not stated)	-37	-4	23	-2.8	30	8	-14	79	84
Cc1c(C(=O)Nc2c(N)nc(SCC(=O)NCC3CCCO3)[nH]c2=O)cccc1[N+](=O)[O-] (configuration not stated)	9	0	-1	-0.4	12	3	-3	109	113
CSc1ncccc1C(=O)NCCc1ccc(S(N)(=O)=O)cc1	1	0	4	0.6	35	0	-14	100	99
COc1cc(C2C(C(C)=O)=C(O)C(=O)N2c2ccc(Br)cn2)ccc1O (configuration not stated)	5	6	11	0.4	-23	11	-8	104	102
CCOC(=O)c1c(NC(=O)Cn2nc(C(=O)O)c3ccccc3c2=O)sc(C)c1C	3	-5	0	0.0	40	6	-6	98	95
O=c1[nH]cnc2cc(-c3ccccc3)sc12	1	0	-17	1.3	6	8	2	105	102
COc1cc([N+](=O)[O-])ccc1NC(=O)COC(=O)c1n[nH]c2ccccc12	-1	4	30	12	1	1	1	103	100
CCCc1nc2oc3c(NCCCN(C)C)ncnc3c2c2c1CCCC2	-16	25	4	-0.5	61*	-2	-14	69	90
CCN(CC)S(=O)(=O)c1cccc(NC(=S)NC(=O)/C=C/c2ccc(S(=O)(=O)N3CCOCC3)cc2)c1	-1	-41	8	-1.4	-1	-14	-5	100	101
CCOc1ccc(C(CC(=O)O)NC(=O)c2cccs2)cc1OC (configuration not stated)	-12	10	-7	0.4	-16	-4	-1	89	90

Reprinted at random: five compounds from above, in no set order.
SMILES	MEKK2 mut-MEK5	FID counter	NALP1 inh	OXTR agonist	PHOSPHO1 inh	M18AAP inhibitor	GPR7 antag	MEKK3 PB1 HTS	MEKK2wt PB1 HTS
O=C1NCCNC(=O)c2ccccc2OCCOc2ccccc21	0	-4	5	0.7	-4	3	20	98	98
CCN(CC)S(=O)(=O)c1cccc(NC(=S)NC(=O)/C=C/c2ccc(S(=O)(=O)N3CCOCC3)cc2)c1	-1	-41	8	-1.4	-1	-14	-5	100	101
CCCc1nc2oc3c(NCCCN(C)C)ncnc3c2c2c1CCCC2	-16	25	4	-0.5	61*	-2	-14	69	90
CCOC(=O)c1c(-c2ccc(C)o2)csc1NC(=O)COC(=O)c1ccc(NC(N)=O)cc1	2	-9	-21	-1.3	12	-48	-4	107	103
CSc1ncccc1C(=O)NCCc1ccc(S(N)(=O)=O)cc1	1	0	4	0.6	35	0	-14	100	99

Later entries:
SMILES	MEKK2 mut-MEK5	FID counter	NALP1 inh	OXTR agonist	PHOSPHO1 inh	M18AAP inhibitor	GPR7 antag	MEKK3 PB1 HTS	MEKK2wt PB1 HTS
COc1cnc(SC)nc1Nc1ccc(C#N)cc1	6	1	13	-1.1	30	0	-8	106	101
COc1ccc(C2C(C#N)=C(N)N(c3sc4c(c3C#N)CCCC4)C3=C2C(=O)CC(C)(C)C3)cc1 (configuration not stated)	-1	-7	5	-0.9	-38	14	2	111	98
COc1ccc(CNC(=O)c2ccc(CS(=O)(=O)c3ccccc3C)o2)cc1	3	-33	-6	2.2	38	0	2	103	101
Cc1ccc(-c2csc(NC(=O)c3cccc([N+](=O)[O-])c3C(=O)O)n2)cc1	-1	-40	12	-1.6	11	-2	-2	110	109
COc1ccc(OCC(=O)OCC(=O)NCc2ccc(F)cc2)cc1	3	1	17	-0.1	-1	0	1	106	95
COCCn1nnnc1C(c1ccccc1OC)N1CCN(c2ccccc2)CC1 (configuration not stated)	-5	-30	-1	-1.0	29	-7	-2	96	100
CC(C)(C)NC(=O)COC(=O)c1cc(Br)ccc1Cl	14	-9	x	-1.9	12	12	-11	107	101
COc1ccc(N/N=C(/N=Nc2nc(C)cc(=O)[nH]2)c2ccccc2)cc1	1	-8	30	-2.7	51	-17	-1	97	98
CCc1sc2nc(SCC(=O)Nc3cc(C)on3)n(-c3cccc(OC)c3)c(=O)c2c1C	3	3	7	-0.7	8	-13	-4	103	100
C/C(=N\NC(=O)C(c1ccccc1)c1ccccc1)c1ccccn1	5	-6	11	-1.1	-8	-2	-15	109	109
C=CCNC(=O)c1ccccc1NC(=O)c1ccccc1	4	1	20	-0.5	-16	-7	12	104	102
O=C(COC(=O)CC1CCCC1)Nc1ccc(OC(F)F)cc1	-7	-6	7	-2.3	16	-14	0	93	93
O=C(COc1ccccc1)Nc1ccc(S(=O)(=O)N2CCCCCC2)cc1	-1	-8	9	1.7	5	-8	-1	100	111
Clc1ccc2c(c1)c1cc(Cl)ccc1n2CN1CCOCC1	4	16	12	-1.1	-13	-3	-6	91	109
O=C(CSC1=Nc2ccccc2C2=NC(CC(=O)NCc3ccco3)C(=O)N12)NCc1ccco1 (configuration not stated)	-6	-19	19	0.8	20	7	17	99	95
O=C(COC(=O)Cc1c(Cl)cccc1Cl)NCC1CCCO1 (configuration not stated)	-6	-3	8	-0.7	6	4	-15	100	94
COc1ccc(-c2cn3cccnc3n2)cc1	-9	1	17	-1.1	32	15	19	91	91
C=CCn1c(-c2cccn(Cc3cccc(Cl)c3)c2=O)n[nH]c1=S	-4	-17	6	1.4	98*	0	-2	100	98
CC(C)(C)n1ncc2c(=O)n(CC(=O)N3CCCCCC3)cnc21	2	-5	-8	0.5	-7	13	-3	98	95
Cc1ccc(NC(=S)Nc2ccc(Cl)c(Cl)c2)c(OC(F)F)c1	17	0	56	8.1	-19	-6	-5	110	130
O=C(CSc1nnc(-c2ccco2)n1-c1ccccc1)NCc1ccc2c(c1)OCO2	1	-28	-1	-0.3	36	-3	-10	96	93
Cn1c(SCC(=O)NCCc2ccccc2)nnc1-c1ccncc1	-7	-3	-29	0.5	7	-6	-1	89	88
CCO[C@H]1OC(C(=O)N2CCN(Cc3ccc4c(c3)OCO4)CC2)=C[C@@H](c2ccc(C(F)(F)F)cc2)[C@@H]1CCCO	6	-34	-2	0.2	44	10	0	100	106
CCOc1cc(/C=N/NC(=O)Nc2ccccc2)ccc1O	-10	7	-14	-1.9	8	1	-7	99	99
Cc1ccc(/C=C/C(=O)O)cc1S(=O)(=O)N1CCc2ccccc2C1	-1	-37	-21	1.0	25	-10	-1	98	100
(further entries)
SMILES	MEKK2 mut-MEK5	FID counter	NALP1 inh	OXTR agonist	PHOSPHO1 inh	M18AAP inhibitor	GPR7 antag	MEKK3 PB1 HTS	MEKK2wt PB1 HTS
Cc1ccc(O)c(NC(=S)NC(=O)c2ccc(-c3ccc(Cl)cc3)o2)c1	8	-1	x	0.4	x	5	-1	107	105
O=C(CCN1CCCC1)Nc1cccc(Br)c1	-1	0	8	1.2	34	3	2	100	101
COc1ccc(-c2nnc(SCc3cc(C)ccc3C)n2N)cc1	-1	-25	2	-1.1	29	10	-8	101	99
OCC[C@@H]1C[C@H](O)[C@@H](O)[C@]2(Cc3ccccc3O2)O1	-5	-2	40	0.8	31	1	-11	102	98
CCn1c(SCc2ccc(C(=O)Nc3cc(C)cc(C)c3)cc2)nnc1-c1ccncc1	11	-38	40	4.4	-10	-10	2	104	102
Cc1ccc(NC(=O)CN2CCCC2)cc1Br	0	7	-36	-0.5	x	-3	10	101	104
CSc1ccccc1OCc1cc(C(=O)N(Cc2nccn2C)C(C)C)no1	6	-6	6	0.0	56	-3	-11	103	107
CC1=CCC(C(=O)N/N=C/c2cccs2)C(c2ccc(F)cc2)C1 (configuration not stated)	-10	-16	10	-0.9	37	-2	-8	93	91
CN(CC(=O)O)c1ccc(S(=O)(=O)N2CCOCC2)cc1[N+](=O)[O-]	-4	-1	22	0.5	16	6	-3	105	100
Clc1ccc(OCCCCN2CCCCC2)cc1	2	4	24	-0.2	15	-7	8	101	106
Fc1ccc(-n2[nH]nnc2=S)cc1N1CCCC1	4	-6	2	-0.1	78*	-13	-8	102	101
O=C(Nc1cc(=O)[nH]c2ncnn12)c1ccccc1	-2	1	0	1.1	11	-3	-4	95	101
Cc1cccc(/C=N/n2c(-c3ccccn3)n[nH]c2=S)c1	12	4	27	0.3	-4	5	-14	105	103
O=C(c1ccco1)N1CCN(C2CC(=O)N(c3ccc(C(F)(F)F)cc3)C2=O)CC1 (configuration not stated)	1	-19	10	0.6	38	8	2	100	104
CCc1ccc(NC(=O)NNC(=O)c2ccc3ccccc3c2O)cc1	3	-15	-5	x	28	29*	-8	100	104
CC1CCN(C(=O)CC#N)CC1	-3	0	9	0.4	-8	-13	-5	100	99
Fc1ccc(-c2cc3nc(-c4ccccc4)cc(N4CCOCC4)n3n2)cc1	4	-2	-3	0.5	6	-10	-9	104	102
COc1ccccc1NS(=O)(=O)c1ccc(NC(=O)c2ccncc2)cc1	-2	-2	-2	12	16	-5	-15	84	92
CC(C)[C@H](N)c1nnc(SCc2ccc(Cl)cc2)o1	-5	2	13	1.1	6	-5	-13	97	100
O=S(=O)(c1cccs1)N1CCN(c2ncccn2)CC1	-1	-3	3	0.4	-10	-11	2	103	100
Cc1ccccc1-n1nc(-c2ccc(N)cc2)cc1N	-1	-4	26	-0.6	11	0	-6	101	98
c1ccc(-c2csc(NC3CCCCC3)n2)cc1	1	-19	0	-1.7	0	-5	-14	103	103
COc1ccc(-n2c(-c3ccc(Br)cc3)c[n+]3c2CCCCC3)cc1	0	3	-5	0.0	68*	-5	2	109	105
O=C(CCn1c(=O)[nH]c2ccsc2c1=O)N1CCN(Cc2ccc3c(c2)OCO3)CC1	x	-13	43	0.3	10	5	-2	x	x
COc1cccc(NC(=O)COC(=O)C2CCN(S(=O)(=O)c3cccs3)CC2)c1	-5	-12	11	2.0	32	2	1	102	94
COc1ccc(/C=N/NC(=O)c2[nH]c3ccc(Br)cc3c2-c2ccccc2)cc1	0	-4	29	0.1	-10	-9	-8	147*	103

3 compounds from above, sorted by their value in PHOSPHO1 inh, descending.
structure	PHOSPHO1 inh
CSc1ccccc1OCc1cc(C(=O)N(Cc2nccn2C)C(C)C)no1	56
O=C(CCN1CCCC1)Nc1cccc(Br)c1	34
CCn1c(SCc2ccc(C(=O)Nc3cc(C)cc(C)c3)cc2)nnc1-c1ccncc1	-10

Screening results as filed in PubChem.
